PHOSPHO1 inh = inhibitors of human PHOSPHO1 phosphatase; Q8TCT1; recombinant PHOSPHO1, absorbance phosphatase assay; inhibition, % at 13.3 µM; 290,000 compounds, 1.1% hits; AID 1565; in the data active = inhibition above about 60%
HCV NS3 hel inh = inhibitors of Hepatitis C virus NS3 helicase; NS3 helicase DNA unwinding, Cy5 molecular beacon fluorescence; inhibition, % at 10.9 µM; 290,000 compounds, 0.56% hits;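 active = inhibition above the mean of all tested compounds plus 3 SD, set per campaign, cut at about 35% in these data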;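 note: 0% = DMSO wells and 100% = thioflavine S control wells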
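Material: hepatitis C virus NS3 helicase domain fragment enzyme; measured by: Cy5 fluorescence, 0 and 60 min reads; control set: DMSO and thioflavine S; incubation: 60 min unwinding reaction at 25 °C after ATP addition; read-out basis: % inhibition from 60/0 min fluorescence ratio, DMSO 0%, thioflavine S 100%; repeats: singlicate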
IMP-1 inhibitor = blocks Pseudomonas aeruginosa IMP-1 metallo-beta-lactamase; purified IMP-1, nitrocefin hydrolysis, epi-absorbance fluorescence; inhibition, % at 5.6 µM; 290,000 compounds, 0.45% hits;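 active = inhibition above the mean plus 3 SD of all compounds in the same screening run, cut at about 4.5% in these data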;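 note: 0% = IMP-1 with DMSO and 100% = DMSO wells lacking enzyme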
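System: purified recombinant IMP-1 beta-lactamase. Medium: Zinc- and detergent-supplemented HEPES buffer, pH 7.1. Compound: one 5.6 µM dose […]. Schedule: 15 min preincubation plus 25 min reaction at 25 °C. Technique: Epi-absorbance fluorescence, 480 nm excitation, 530 nm emission.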
GPR7 antagonist = blocks human GPR7 receptor signaling | inhibition, % at 4.4 µM | 290,000 compounds, 1.1% hits | AID 1861 | GPR7-expressing cells, fluorescence antagonist assay; in the data active = inhibition above about 16%, passing the limit was not always enough;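 note: cells stimulated with the agonist NPW; 0% = agonist with vehicle and 100% = vehicle without agonist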
Target sequence (P48145 whole entry, looked up): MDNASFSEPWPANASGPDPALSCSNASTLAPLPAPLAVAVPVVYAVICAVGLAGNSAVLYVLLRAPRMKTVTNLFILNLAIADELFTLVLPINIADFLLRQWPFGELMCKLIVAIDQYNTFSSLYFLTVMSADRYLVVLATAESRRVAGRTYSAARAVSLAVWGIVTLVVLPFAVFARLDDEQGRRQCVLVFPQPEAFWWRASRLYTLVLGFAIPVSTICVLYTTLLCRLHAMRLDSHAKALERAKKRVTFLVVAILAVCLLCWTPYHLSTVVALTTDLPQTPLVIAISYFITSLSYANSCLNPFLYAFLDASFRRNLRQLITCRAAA
DNA FID counter = counter-screen for HCV NS3 helicase inhibitors: DNA intercalator displacement. DNA fluorescent intercalator displacement, fluorescence. inhibition, % at 7.9 µM. 290,000 compounds, 0.17% hits. AID 1845; in the data active = inhibition above about 37%;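 note: 0% = vehicle and 100% = reference compound; higher means more ethidium bromide displaced from hairpin DNA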
VIM-2 inhibitor = inhibitors of Pseudomonas aeruginosa VIM-2 metallo-beta-lactamase; purified VIM-2, nitrocefin hydrolysis, epi-absorbance fluorescence; inhibition, % at 5.6 µM; 290,000 compounds, 0.89% hits; AID 1527;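 active = inhibition above the mean of all tested compounds plus 3 SD, cutoff set per screening run, cut at about 7.5% in these data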;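 note: red hydrolysis product quenches plate fluorescence so inhibitors raise well fluorescence; 0% = enzyme with DMSO and 100% = DMSO without enzyme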
V1aR counter = V1a receptor agonism, counter-screen for OXTR agonists; activation, % at 3 µM; 320,000 compounds, 0.25% hits; CHO-V1R cells, Fluo-8 calcium fluorescence, agonist mode; 0% DMSO, 100% 3 nM vasopressin;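 active = activation above the mean activation of all tested compounds plus 3 SD, per screening run, cut at about 20% in these data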;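 note: signal is peak over basal fluorescence ratio across a 100 second FLIPR read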
Target sequence (P37288 whole entry, looked up): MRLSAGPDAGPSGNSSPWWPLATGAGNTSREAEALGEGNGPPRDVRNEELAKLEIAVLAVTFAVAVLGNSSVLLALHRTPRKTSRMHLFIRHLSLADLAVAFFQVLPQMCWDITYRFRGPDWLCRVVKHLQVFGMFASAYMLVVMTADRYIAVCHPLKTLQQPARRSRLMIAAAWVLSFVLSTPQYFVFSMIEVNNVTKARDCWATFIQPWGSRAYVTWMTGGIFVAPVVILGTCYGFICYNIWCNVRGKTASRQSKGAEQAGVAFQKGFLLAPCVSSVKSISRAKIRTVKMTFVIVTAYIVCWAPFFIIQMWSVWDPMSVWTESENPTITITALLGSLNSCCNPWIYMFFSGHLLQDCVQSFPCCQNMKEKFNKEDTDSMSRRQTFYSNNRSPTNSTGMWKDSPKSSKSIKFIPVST
OXTR ag = activates the human oxytocin receptor; P30559; activation, % at 3 µM; 320,000 compounds, 0.32% hits; AID 2435; CHO-OTR cells, Fluo-8 calcium fluorescence; normalized: DMSO 0%, oxytocin 100%;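 active = activation above the mean of all tested compounds plus 3 SD, cutoff set per screening run, cut at about 20% in these data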;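 note: peak over basal fluorescence ratio from a 100 s FLIPR kinetic read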
GalR3 antagonist = human GalR3 antagonism; AID 651719; O60755; 360,000 compounds, 0.44% hits; inhibition, % at 3 µM; HEK293 GalR3-CNG cAMP membrane potential fluorescence; galR3 body fused to GalR1 C-terminus;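 active = inhibition above the screen-wide average plus 3 SD, cut at about 13% in these data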;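 note: forskolin and galanin both at EC90 stimulate the cells; cAMP rise reported by CNG channel membrane potential dye signal; 0% = forskolin plus galanin with DMSO and 100% = forskolin alone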
Target sequence (O60755 1-299 limits assumed): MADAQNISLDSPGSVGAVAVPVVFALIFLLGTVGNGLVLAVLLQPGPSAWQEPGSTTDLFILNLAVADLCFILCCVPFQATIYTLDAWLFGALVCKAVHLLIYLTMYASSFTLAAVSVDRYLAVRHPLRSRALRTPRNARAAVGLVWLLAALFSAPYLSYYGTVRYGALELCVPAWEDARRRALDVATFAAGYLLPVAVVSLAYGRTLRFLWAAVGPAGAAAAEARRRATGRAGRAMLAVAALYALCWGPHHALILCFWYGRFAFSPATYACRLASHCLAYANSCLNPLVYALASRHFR
The depositor's hits bear a star; nt = not tested or not shown.

SMILES	PHOSPHO1 inh	HCV NS3 hel inh	IMP-1 inhibitor	GPR7 antagonist	DNA FID counter	VIM-2 inhibitor	V1aR counter	OXTR ag	GalR3 antagonist
O=C(Nc1ccc(Cl)c(Cl)c1)N1CC=C(c2ccccc2)CC1	61.1*	-35.9	-2.1	-3.5	-3.8	-3.3	3.6	2.8	-1.9
COc1ccc(Nc2nc(-c3ccc(OC)cc3)c(CCC(=O)O)s2)cc1	6.2	12.5	-2.0	-11.0	-31.4	-3.2	0.0	-1.1	-1.7
CCOc1ccccc1NC(=O)c1ccc(NC(=O)c2ccco2)cc1	-11.6	-4.5	-2.9	-15.4	-17.3	-0.4	1.2	0.8	nt
CCOC(=O)c1cc(NC(=O)Nc2ccccc2Cl)c(C)nc1C	37.0	-4.0	-2.4	1.0	-0.9	-1.2	0.8	-1.0	-0.5
CC(C)N1CCN(C(=O)C2CCC(=O)N(CCc3cccc(F)c3)C2)CC1 (stereo unspecified)	nt	17.7	-0.6	-6.5	-6.1	-2.2	nt	nt	-0.4
COc1ccc(NC(=O)c2c(OC)cccc2OC)c(OC)c1	14.6	-10.6	-1.6	-11.4	-3.1	-1.4	-0.1	-1.1	-1.3
O=C(CNCc1ccc(Cl)cc1)Nc1cccc(C(=O)O)c1	-0.6	-1.1	-0.1	-7.5	0.8	0.3	nt	nt	-1.3
O=C(Nc1cccc(F)c1)N(Cc1ccc(Cl)cc1)CC(O)C(F)(F)F (stereo unspecified)	-14.0	-1.8	-1.5	-15.6	-9.1	-1.8	6.3	8.2	3.6
Cc1cc(C)nc(SCc2cc(=O)c(OC(=O)c3ccco3)co2)n1	-3.4	15.7	-0.1	5.7	-7.0	2.8	1.9	1.2	-0.8
Cc1cc(=S)[nH]c2ccccc12	100.2*	3.6	-1.4	-1.4	-0.7	-2.1	-0.8	-0.6	1.3

Structures above shown as hits in PHOSPHO1 inh:
SMILES,PHOSPHO1 inh,HCV NS3 hel inh,IMP-1 inhibitor,GPR7 antagonist,VIM-2 inhibitor,GalR3 antagonist
O=C(Nc1ccc(Cl)c(Cl)c1)N1CC=C(c2ccccc2)CC1,61.1*,-35.9,-2.1,-3.5,-3.3,-1.9
Cc1cc(=S)[nH]c2ccccc12,100.2*,3.6,-1.4,-1.4,-2.1,1.3

Other entries.
SMILES	PHOSPHO1 inh	HCV NS3 hel inh	IMP-1 inhibitor	GPR7 antagonist	DNA FID counter	VIM-2 inhibitor	V1aR counter	OXTR ag	GalR3 antagonist
CCC(C)N(C(=O)COC(=O)/C=C/c1ccc(O)c(OC)c1)C1CCS(=O)(=O)C1 (stereo unspecified)	1.4	-5.3	-0.7	-6.3	-13.8	-0.8	1.0	10.0	-9.9
CCOc1ccc(S(=O)(=O)NCc2ccc3c(c2)OCO3)cc1C(=O)O	31.3	14.2	-3.5	-11.0	-6.9	-1.4	0.4	1.9	-10.8
O=C(O)c1cc2c(s1)-c1ccccc1OC2	0.7	0.6	-1.2	-5.9	-0.1	-1.1	1.1	0.5	-0.8
CC1(C)CC(=O)C(Sc2ccccc2C(=O)O)=C(O)C1	-12.2	-2.3	-3.5	-4.1	1.4	-2.8	0.6	-0.7	0.1
COc1ccc2nc(C)c(C(N)=O)cc2c1	44.8	-2.8	-2.2	-7.2	2.4	-2.4	0.1	-0.7	-4.4
CC(=O)Nc1sc(N/N=C\c2cccc(Cl)c2)nc1-c1cccs1	-20.1	0.2	-2.9	-1.0	-2.5	-2.1	0.1	-0.8	-4.5
COc1ccc(Cl)cc1C(=O)OCC(=O)NC(=O)c1cccn1C	8.6	-1.3	3.6	3.1	-10.7	11.3*	-0.2	-1.1	-3.4
COc1cc2c(c(OC)c1OC)CCc1cnoc1-2	46.3	-2.5	-2.2	-1.0	-6.2	-0.6	-1.7	-0.7	-9.3
CCS(=O)(=O)c1nc(S(=O)(=O)c2ccc(C)cc2)c(NCCN2CCOCC2)s1	52.9	3.0	-4.6	-10.0	-22.3	-1.6	0.9	0.8	-3.5
COc1ccc(C(=O)C2CCCN(C(=O)c3ccoc3C)C2)cc1F (stereo unspecified)	23.7	20.9	-0.6	6.3	-24.5	1.6	1.4	1.5	12.6*

The closing 2 compounds of the part before open the next one.
SMILES	PHOSPHO1 inh	HCV NS3 hel inh	IMP-1 inhibitor	GPR7 antagonist	DNA FID counter	VIM-2 inhibitor	V1aR counter	OXTR ag	GalR3 antagonist
CCS(=O)(=O)c1nc(S(=O)(=O)c2ccc(C)cc2)c(NCCN2CCOCC2)s1	52.9	3.0	-4.6	-10.0	-22.3	-1.6	0.9	0.8	-3.5
COc1ccc(C(=O)C2CCCN(C(=O)c3ccoc3C)C2)cc1F (stereo unspecified)	23.7	20.9	-0.6	6.3	-24.5	1.6	1.4	1.5	12.6*
O=C(Nc1cc(F)c(Br)cc1F)c1ccc(Cl)cc1	2.6	4.1	-3.3	-16.0	-3.9	-2.9	-1.5	-3.4	-4.8
c1ccc(-c2ncnc3nc4n(c23)CCC4)cc1	-21.8	7.4	-2.1	6.3	-0.6	-0.8	0.3	0.4	-4.4
COc1cccc(CN(C)C(=O)c2ccc(S(=O)(=O)N3CCCC3)cc2)c1OC	-17.2	8.3	-1.8	9.3	-27.6	-1.9	0.3	-0.7	-4.1
C/C(=N\Nc1cccc2cccnc12)c1ccc[nH]1	36.7	9.3	-3.3	-15.0	2.1	1.4	-1.9	-2.4	5.2
Oc1cc(Cc2ccccc2)cnc1CN1CCCCC1	19.3	0.0	-4.9	-3.4	1.9	-3.9	0.6	1.1	-5.0
Cc1nccn1-c1ccc(C(F)(F)F)cc1[N+](=O)[O-]	1.8	0.6	-1.0	-3.3	1.6	-0.6	0.4	0.1	-3.0
CN(C)S(=O)(=O)c1cccc(C(=O)OCC(=O)Nc2sccc2C(N)=O)c1	nt	-11.7	0.4	1.4	2.5	1.0	10.2	17.9	-4.7
Cc1ccc(NC(=O)c2c(C(F)(F)F)nn(C)c2SCc2cccc(C(F)(F)F)c2)cc1C	-124.8	13.7	-2.1	-14.5	-8.0	-1.8	1.8	0.5	-5.0
COC(=O)c1ccc2ccn(CC(=O)NC3CCCCC3)c2c1	21.6	-3.0	-0.1	-2.6	-0.1	-0.2	0.0	-0.8	-4.6
CCC(=O)N1CCCc2cc(S(=O)(=O)N3CCN(C4CCCCC4)CC3)ccc21	14.1	nt	nt	nt	nt	nt	0.3	-1.6	-1.2
O=C(NN=C1CCCC1)c1n[nH]c2c1CCC2	43.6	9.3	-2.2	2.7	-4.6	-3.6	0.3	0.0	2.2
Cc1cccc(NC(=O)N2CCC(NC(=O)c3ccccc3C)CC2)c1	-6.1	4.0	0.5	9.7	-18.3	3.1	0.6	0.4	-0.6
CCSc1nnc(NC(=O)Cc2cc(OC)c(OC)c(OC)c2)s1	42.4	0.7	-2.6	-0.7	-10.3	-0.4	1.2	1.4	-0.2
Oc1c(Br)cc(Br)cc1C=Nc1ccc2c(c1)OCCO2	-12.7	6.3	-1.8	-10.7	-5.9	-3.8	1.0	0.8	3.0
CC1(C)Cc2ccccc2-c2nnc(SCC(=O)Nc3nc4ccccc4s3)n21	19.2	-21.6	0.8	-0.4	-1.5	0.5	0.6	0.7	2.2
COc1ccc(CCNC(=O)CSc2nnc(-c3ccc(F)cc3)o2)cc1OC	6.6	1.1	-3.9	0.7	-11.6	-1.8	-0.7	-0.7	-3.1
Cc1ccc(NC(=O)c2cnn(-c3ccccc3)c2C)c(C)c1	23.9	11.7	2.2	11.0	-26.7	2.7	3.9	3.7	-3.6
COc1ccc(C)cc1S(=O)(=O)N1c2ccccc2CC1C (stereo unspecified)	0.3	4.4	-5.0	7.3	-18.6	-3.9	-1.5	-1.0	-9.2
COC(=O)CSc1nc(N)c(C#N)c(C(C)C)c1C#N	8.6	3.0	-0.4	-11.7	-6.7	-2.7	0.7	1.4	-3.3
Cc1nc2sc3c(c2c(=O)[nH]1)CCCCC3	-37.9	-13.2	-1.0	-5.6	-2.1	-1.8	0.2	-0.4	0.2

By substructure: those above with a CF3 group (3)
SMILES	PHOSPHO1 inh	HCV NS3 hel inh	IMP-1 inhibitor	GPR7 antagonist	DNA FID counter	VIM-2 inhibitor	V1aR counter	OXTR ag	GalR3 antagonist
O=C(Nc1cccc(F)c1)N(Cc1ccc(Cl)cc1)CC(O)C(F)(F)F (stereo unspecified)	-14.0	-1.8	-1.5	-15.6	-9.1	-1.8	6.3	8.2	3.6
Cc1nccn1-c1ccc(C(F)(F)F)cc1[N+](=O)[O-]	1.8	0.6	-1.0	-3.3	1.6	-0.6	0.4	0.1	-3.0
Cc1ccc(NC(=O)c2c(C(F)(F)F)nn(C)c2SCc2cccc(C(F)(F)F)c2)cc1C	-124.8	13.7	-2.1	-14.5	-8.0	-1.8	1.8	0.5	-5.0

(further entries)
SMILES	PHOSPHO1 inh	HCV NS3 hel inh	IMP-1 inhibitor	GPR7 antagonist	DNA FID counter	VIM-2 inhibitor	V1aR counter	OXTR ag	GalR3 antagonist
COc1cccc(/C=C(\C#N)c2nc3ccc(C)cc3[nH]2)c1OCC(=O)O	nt	28.8	0.3	4.4	-30.5	0.9	-0.2	2.0	-10.5
COc1ccc(OCC(=O)N/N=C(\C)c2ccc(-n3ccnc3)cc2)cc1	-6.7	-1.3	-1.3	-5.5	-8.8	-4.9	-0.1	0.4	-0.8
NC(=O)SCC(=O)Nc1ccc(Cl)cc1	40.8	-2.4	-4.0	3.9	1.4	-3.9	4.5	2.3	-3.7
Cc1ccc(C(=O)N2CCC(C(=O)c3ccc(Cl)cc3)CC2)cc1	nt	-10.1	-0.2	-2.5	-31.2	-1.5	3.9	1.8	-3.2
CCN1CCn2c3c(c4cccc(C)c42)CCCC31 (stereo unspecified)	nt	0.9	-2.1	-6.9	5.3	-1.5	-0.3	-1.5	-9.4
COc1ccc(-c2ccc(C#N)c(SCC(=O)NC3CC3)n2)cc1OC	37.7	-6.3	-1.8	-12.2	-6.5	-1.4	-1.4	-2.5	-2.2
NS(=O)(=O)c1ccc(CNC(=O)CNC(=O)Cc2ccccc2)cc1	-6.5	3.0	-1.1	5.7	0.5	-2.6	-0.9	0.3	-9.0
CCOC(=O)C(=O)N1CCN(c2ccccc2OC)CC1	7.7	2.7	-0.7	-13.1	-0.1	-1.5	1.3	2.0	-3.7
Cc1cccc(/C=N/NC(=O)c2ccccc2OCc2cccc(Br)c2)n1	13.0	-18.0	-1.8	1.9	-39.9	1.2	4.9	1.8	-14.4
CN(C)c1ccc(CNc2ncc(Br)cc2Br)cc1	38.2	8.6	-2.5	-0.2	-1.2	-3.9	-0.6	-1.3	-1.8
COc1ccc(CCN2C(=O)CC(N3CCOCC3)C2=O)cc1OC (stereo unspecified)	-5.8	-6.1	-4.3	-5.2	-5.1	-1.8	0.8	0.3	-0.2
O=C(CSc1nc2ccccc2n1Cc1ccccc1Cl)N/N=C/c1ccccc1C(=O)O	3.1	39.5*	-3.6	-26.3	-28.1	-5.9	-0.7	3.2	-3.4
NC(=O)c1ccc(NC(=O)COC(=O)CC(NC(=O)c2ccccc2Cl)c2ccccc2)cc1 (stereo unspecified)	4.9	2.8	-4.2	-3.9	-13.3	-3.2	-0.2	-0.9	-4.9
O=C(CCC1CCCC1)N1CCN(C(=O)COc2ccccc2)CC1	-2.2	-4.9	-1.4	-3.1	-11.2	-1.2	-0.5	-1.5	2.4

Assay outcomes (PubChem BioAssay)
